Screening results from PubChem BioAssay.
Keap1-Nrf2 PPI = Keap1-Nrf2 protein-protein interaction inhibitors, primary screen, biochemical, fluorescence polarization, single point; Kelch-like ECH-associated protein 1 (Homo sapiens), Q14145; Keap1 Kelch-Nrf2 peptide fluorescence polarization, 1536-well; inhibition, % at 9.4 µM; actives 0.15% (n = 340,000); in the data active means inhibition above about 12%;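 further: human Keap1 Kelch domain with fluorescein labeled Nrf2 9mer peptide probe; 0% = neutral control wells and 100% = peptide positive control; higher means more block of Keap1 binding to Nrf2 peptide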
Target sequence (Q14145 whole entry, looked up, the tested form may be a part): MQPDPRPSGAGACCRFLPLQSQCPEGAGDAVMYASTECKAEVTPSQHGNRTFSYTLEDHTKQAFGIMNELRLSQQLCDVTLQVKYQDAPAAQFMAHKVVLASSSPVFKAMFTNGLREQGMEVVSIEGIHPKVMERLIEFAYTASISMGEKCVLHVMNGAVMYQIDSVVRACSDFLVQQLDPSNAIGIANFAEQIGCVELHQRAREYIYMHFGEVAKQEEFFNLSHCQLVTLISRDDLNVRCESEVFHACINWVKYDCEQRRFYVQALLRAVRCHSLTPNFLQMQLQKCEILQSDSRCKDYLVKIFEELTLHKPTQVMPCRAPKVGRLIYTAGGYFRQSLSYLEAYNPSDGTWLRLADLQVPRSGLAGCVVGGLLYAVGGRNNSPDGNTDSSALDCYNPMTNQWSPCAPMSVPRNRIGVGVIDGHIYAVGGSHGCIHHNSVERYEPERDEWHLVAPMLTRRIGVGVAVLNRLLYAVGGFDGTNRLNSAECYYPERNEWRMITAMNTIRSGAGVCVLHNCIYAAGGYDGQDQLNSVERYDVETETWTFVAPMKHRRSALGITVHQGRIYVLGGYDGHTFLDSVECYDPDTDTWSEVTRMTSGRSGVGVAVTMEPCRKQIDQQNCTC
MOR-DOR ag = agonists of OPRM1-OPRD1 heterodimerization, primary screen, cell-based, luminescence; cells; activation, % at 9.3 µM; actives 0.3% (n = 340,000); AID 504326, 2011; in the data active means activation above about 18%;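 further: 0% = vehicle-treated cells and 100% = reference agonist; values of inactives mirror those of a sister screen read the other way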
Wnt act = Wnt/beta-catenin pathway activators, primary screen, cell-based, plate reader, single point; Wnt/beta-catenin reporter cell assay, activator; activation, % at 9.35 µM; actives 1.2% (n = 300,000); AID 743398, 2014; in the data active means activation above about 30%, passing the limit was not always enough;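 further: 0% = neutral control wells and 100% = positive control wells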
V-ATPase pHluor = regulators of yeast V-ATPase proton pumping, primary screen, pHLuorin cytosolic pH fluorescence. actives 0.37% (n = 350,000). S. cerevisiae. response, % at 10 µM; in the data active means response mostly above about 7.3%, no sharp cut-off; inactive means mostly below about 5.4%; further: actives read high; inactives centre near 0; some compounds called inactive have numbers as strong as hits; reference of the scale not given here
C-LANA FP = inhibitors of KSHV C-LANA binding to DNA, primary screen, biochemical, fluorescence polarization, FAM-LBS DNA, MBP-C-LANA, single point | inhibition, % at 9 µM | actives 0.078% (n = 340,000);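 active means highest replicate inhibition at or above 60% at 9 µM, even if other replicates fall short; inactive means all replicates below 60% inhibition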;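 further: 0% = neutral control wells and 100% = 4 µM acridine orange control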
Pemphigus Ab inh = inhibitors of pemphigus antibody binding to DSG3, primary screen, biochemical, bead-based, flow cytometry, scFv-GFP | binding (percent of control), % at 10 µM | Desmoglein-3 (Homo sapiens), P32926 | AID 588358, 2011 | DSG3-coupled beads, scFv-anti-DSG3-GFP binding; active compounds read low | actives 0.48% (n = 310,000);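 active means binding more than 3 SD below its plate's average and above zero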;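 further: hits lower antibody fragment binding to DSG3; some compounds called inactive have numbers as strong as hits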
Arr AP2 block = inhibitors of beta-arrestin/AP2 binding, primary screen, biochemical, GPCR trafficking, flow cytometry; beta-arrestin 1 C-terminal peptide binding to AP2 beta2-adaptin appendage (human); FITC-arrestin peptide / GST-AP2 beads; AP2 beta2 appendage carries R879A mutation; inhibition, % at 10 µM; actives 0.31% (n = 340,000);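 active means inhibition above a set limit, near 3 SD of compounds lacking own fluorescence, cut at about 54% in these data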;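 further: plate controls were DMSO wells for no effect and 5 µM unlabelled arrestin peptide for full effect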
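Material – GST-tagged AP2 beta2-adaptin appendage (R879A) on 4 µm glutathione beads · Probe or stimulus – fluorescein-tagged arrestin peptide at 50 nM final · Timing – 12 min plus 1 h, RT · Detection – bead flow cytometry, FITC channel · Read-out basis – inhibition as reduced fluorescein signal on beads, percent · Medium – PBS plus Tween 20 (0.05%) and BSA (0.1%)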
RTF Ca sens inh = cardiac RTF calcium sensitivity inhibitors, primary screen, biochemical, IANBD-TnC fluorescence, EC70 calcium | IANBD-labeled cardiac RTF, Ca2+ fluorescence | AID 493244, 2011 | inhibition, % at 7.15 µM | actives 0.12% (n = 340,000);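 active means inhibition above the mean inhibition of all tested compounds plus 3 SD, cut at about 17% in these data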;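 further: assay run at fixed EC70 calcium of 1.6 mM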
OPRM1-OPRD1 inv = inverse agonists of MOR-DOR heterodimerization, primary screen, cell-based, luminescence. Mu-type opioid receptor (Homo sapiens) + Delta-type opioid receptor (Homo sapiens), …. cell-based MOR-DOR heterodimer luminescence, inverse agonism. inhibition, % at 9.3 µM. actives 0.21% (n = 340,000). AID 504357, 2011; in the data active means inhibition above about 22%, passing the limit was not always enough;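 further: 0% = cells with DMSO and 100% = wells without cells with DMSO; values of inactives mirror those of a sister screen read the other way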
RTF Ca sens act = cardiac RTF calcium sensitivity activators, primary screen, biochemical, IANBD-TnC fluorescence, EC20 calcium. activation, % at 7.2 µM. IANBD-labeled TnC RTF fluorescence at EC20 calcium; 0% EC20 calcium, 100% full calcium. AID 493008, 2010. Troponin I, cardiac muscle (Homo sapiens) + Troponin T, cardiac muscle (Homo sapiens) + …. actives 0.24% (n = 340,000);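 active means activation above the mean over all tested compounds plus 3 SD, cut at about 30% in these data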;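 further: rise in fluorescence read as greater calcium sensitivity of cardiac thin filaments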
The depositor's hits bear a star; x = not tested or not shown.

SMILES	Keap1-Nrf2 PPI	MOR-DOR ag	Wnt act	V-ATPase pHluor	C-LANA FP	Pemphigus Ab inh	Arr AP2 block	RTF Ca sens inh	OPRM1-OPRD1 inv	RTF Ca sens act
O=C(Cc1cccc(NC(=O)C2CCCN(C(=O)C3CCCC3)C2)c1)Nc1ccc(C(=O)N2CCCCC2)cc1 (centres undefined)	6	0.3	-3	1	-0.4	93	39	-5	-1	-6
COc1ccc(C(=O)Nc2ccnn2C2CCN(Cc3ccn[nH]3)CC2)cc1	-3	-1.3	1	3	0.3	103	-2	-8	7	4
COc1ccc(Cn2c(C)cc3c(c2=O)C(c2cccs2)C(C#N)=C(N)O3)cc1OC (centres undefined)	-3	-3.3	x	-4	0.4	101	-3	1	18	-8
CC(C)(C)c1cc(CP(=O)(c2ccccc2)c2ccccc2)cc(C(C)(C)C)c1O	-4	4.9	-5	0	-2.0	119	11	-20	-24	0
COc1cccc(CN2CCN(C(=O)c3ccc(-c4ccccc4)cc3)CC2)c1OC	-1	-3.9	-3	-1	0.7	90	3	-14	18	-2
CCOC(=O)C(C)(C)N(Cc1cccc(C)c1)S(=O)(=O)c1ccc(Cl)c([N+](=O)[O-])c1	0	11	-1	-1	0.3	100	4	0	-59	11
Cc1c(S(=O)(=O)N2CCN(C(=O)c3ccco3)CC2)c(=O)n(C)c(=O)n1C	-1	-1.6	-3	-6	0.5	104	-2	-11	9	2
O=C(COc1ccc(C(=S)N2CCC(Cc3ccccc3)CC2)cc1)N1CCOCC1	-7	-0.9	-3	-2	0.3	100	-2	3	4	1
Cc1cccc(OCC(O)Cn2c(=N)n(Cc3ccccc3)c3ccccc32)c1 (centres undefined)	-2	3.7	-2	5	0.1	107	-24	4	-19	5
Cc1cc(NS(=O)(=O)c2ccc(NS(=O)(=O)c3ccc(CC(C)C)cc3)cc2)nc(C)n1	0	-0.2	-1	2	-0.8	104	17	-12	1	7
COCCN1C(=O)Cc2c1nc(N)c1c(N)nc(N3CCN(c4ccc(F)cc4)CC3)c(C#N)c21	0	-1.8	4	0	0.3	99	4	-3	9	-7
COC(=O)C(Cc1ccccc1)P(=O)(c1ccccc1)c1ccccc1 (centres undefined)	3	-2.4	-2	2	1.0	83	7	-10	11	1
COc1cccc(Cn2cnc3c(NS(=O)(=O)c4cccc(Cl)c4Cl)c(C)c(C)cc32)c1	-3	5.8	0	2	0.2	x	4	1	-37	-3
O=C(CCN1CCCCCC1)Nc1cccc(Cl)c1	3	0.4	x	0	1.3	109	-4	1	-2	3
CC(=O)NC(c1ccc(C)cc1)c1cc(Cl)c2cccnc2c1O (centres undefined)	2	-0.5	-6	0	0.2	102	-4	0	3	-3
Cc1cccc(C)c1N(CC(=O)N1CCOCC1)S(C)(=O)=O	0	-4.3	0	1	1.3	98	27	-1	20	-4
O=C(NCc1ccccc1Cl)NCc1ccccc1Cl	-2	-0.1	7	3	-2.0	92	4	-7	1	-1
CCOc1ccc(N(Cc2cc3ccc(C)cc3[nH]c2=O)S(=O)(=O)c2ccccc2)cc1	-4	1.6	-1	0	-2.5	108	11	-10	-8	0
COc1ccc2sc(-c3ccccc3OC)c(-c3ccc(OC)c(F)c3)c2c1	-4	-0.4	0	-2	-1.0	96	-6	6	2	-8
Cc1c(Br)c([N+](=O)[O-])nn1CC(=O)Nc1c(C)n(C)n(-c2ccccc2)c1=O	-5	-1.9	0	-2	1.1	108	11	-11	13	5
O=C(N=Nc1c(O)[nH]c2ccccc12)c1cc(-c2cccs2)[nH]n1	-2	8.6	4	-1	0.1	99	-45	10	-47	-4
COc1cccc(CNS(=O)(=O)c2cn(C)cn2)c1	0	-0.5	x	-2	2.1	110	0	-5	2	2
COC(=O)c1cc(S(=O)(=O)NCc2ccc3c(c2)OCO3)c[nH]1	-3	-2.8	-12	0	0.7	103	25	-5	15	-6
NC(=O)COC(=O)c1ccc(Cl)c(S(=O)(=O)N2CCCCCC2)c1	0	-1.6	-2	-3	-1.6	107	4	-1	8	1
O=C(C1CC(c2ccccc2O)=NO1)N1CCc2ccccc2C1 (centres undefined)	-3	-1.0	x	2	0.2	99	-8	3	5	-3

Continued, starting with the last 2 of the part before.
SMILES	Keap1-Nrf2 PPI	MOR-DOR ag	Wnt act	V-ATPase pHluor	C-LANA FP	Pemphigus Ab inh	Arr AP2 block	RTF Ca sens inh	OPRM1-OPRD1 inv	RTF Ca sens act
NC(=O)COC(=O)c1ccc(Cl)c(S(=O)(=O)N2CCCCCC2)c1	0	-1.6	-2	-3	-1.6	107	4	-1	8	1
O=C(C1CC(c2ccccc2O)=NO1)N1CCc2ccccc2C1 (centres undefined)	-3	-1.0	x	2	0.2	99	-8	3	5	-3
O=[N+]([O-])c1ccccc1S(=O)(=O)Nc1cccnc1	2	-3.0	-1	-8	0.8	114	12	-7	15	-1
Cc1ccc(O)c(NC(=O)CSc2ccc(Cl)cc2)c1	-3	4.8	0	-8	2.8	3.0*	-1	-5	-24	6
Cc1cc(C)c(N=Cc2c(O)c3ccccc3oc2=O)c(C)c1	-1	-3.2	0	0	0.2	103	2	-7	17	3
CN(Cc1ccccc1)C(=O)Cn1c(=O)c2cccn2c2cccnc21	-4	-1.0	0	-2	0.0	109	1	-3	5	0
O=C(NCCNC(=O)c1cc(OCC(F)(F)F)ccc1OCC(F)(F)F)Nc1cccc(C(F)(F)F)c1	7	5.1	x	1	0.5	108	1	-5	-25	3
Cc1nc(-c2ccc(Cl)cc2)sc1C1(C)CC(c2cccc(Cl)c2)=NO1 (centres undefined)	-1	1.4	11	-1	-0.7	105	-7	-1	-8	-3
Cn1cc(S(=O)(=O)N2CCc3ccccc32)cc1C(=O)NC1CCCCC1	-3	0.3	-4	0	-0.1	94	-3	0	-2	3
N=C1C(c2nc3ccccc3[nH]2)=C(O)CN1C1CCCCC1	-5	-1.2	-3	-1	-0.4	108	7	-6	6	3
O=C(Nc1nnc(S(=O)(=O)N2CCCCCC2)s1)c1ccccc1Cl	0	-2.5	1	2	1.2	101	-11	1	15	-5
O=C(CP(=O)(c1ccccc1)c1ccccc1)Nc1nc2ccc(Cl)cc2s1	2	-1.0	-3	0	0.0	113	-2	-5	5	2
Cc1cccc(C)c1NC(=O)C(c1cccc([N+](=O)[O-])c1)N(C)C(=O)c1ccccn1 (centres undefined)	-6	-4.2	-3	-2	-0.5	112	-6	-4	22	2
CCOc1cccc(C(=O)Nc2nc(-c3ccc(S(=O)(=O)N4CCOCC4)cc3)cs2)c1	1	-0.9	1	2	1.9	x	2	-4	4	-2
CCCOc1ccc(-c2csc(NC(=O)CN3C(=O)CCC3=O)n2)cc1	-3	-3.0	1	7	0.4	120	1	1	15	-3
CCN(CC)CP(=O)(c1ccccc1)c1ccccc1	-4	0.1	-1	-5	-0.2	x	5	-15	-1	2
Cc1c(C(=O)Nc2c(C)n(C)n(-c3ccccc3)c2=O)oc2ccccc12	4	-0.4	-7	-6	1.5	x	2	-5	2	0
Cc1ccc(S(=O)(=O)N2CC(O)C[C@H]2C(=O)OCC(=O)c2ccccc2)cc1 (some centres undefined)	-4	-1.6	0	-1	-1.2	103	3	-5	9	1
CCN1C(=O)/C(=c2\o/c(=C3\C=Cc4ccccc4N3CC)c(=O)n2CC)SC1=S	2	-3.4	x	-2	-0.4	99	14	-6	20	4
COc1ccccc1N1CCN(C(=O)c2ccc(CSc3ccccc3)cc2)CC1	1	1.5	x	-4	1.0	101	-1	8	-8	6
COc1ccc(N(CC(=O)Nc2ccc(S(=O)(=O)N3CCCCC3)cc2)S(C)(=O)=O)cc1OC	4	-2.2	x	0	0.5	95	-5	-8	11	-2
C#Cc1ccc([C@H]2C=C(C(=O)N3CCOCC3)O[C@@H](OCc3ccc(CO)cc3)C2)cc1	-5	-0.5	2	0	0.2	100	26	-8	3	-5
Cc1ccc(-c2c3c(=O)n(C)c(=O)n(C)c3cn2-n2cnnc2)cc1	-6	-2.7	x	3	-0.3	106	-92	2	16	-1
CC(C)OC(=O)COc1cc(O)c2c(=O)cc(-c3ccccc3)oc2c1	-1	0.3	6	-4	-0.8	92	-8	0	-2	-2
NC(=S)N=Nc1ccc(O)cc1	-2	-2.7	0	-1	-1.4	x	-4	-10	13	-1
Cc1ccc(CNC(=O)c2ccc3c(=O)n(CC4CCCO4)c(=S)[nH]c3c2)cc1 (centres undefined)	2	-2.4	x	-6	2.0	97	27	-3	13	-2
O=C1CSCC(=O)N1c1ncc(C(F)(F)F)cc1Cl	-6	-1.4	0	0	0.8	x	37	-4	7	4
SMILES	Keap1-Nrf2 PPI	MOR-DOR ag	Wnt act	V-ATPase pHluor	C-LANA FP	Pemphigus Ab inh	Arr AP2 block	RTF Ca sens inh	OPRM1-OPRD1 inv	RTF Ca sens act
COc1ccc(-n2c(COc3cccc4ccccc34)nnc2SCC#N)cc1	-3	-1.6	x	-1	-1.4	x	0	-7	9	7
CC(C)c1ccccc1NC(=O)CN1C(=O)c2ccccc2C1=O	-4	-3.4	0	6	2.1	102	-6	3	15	-2
Cc1cccc(CCNS(=O)(=O)c2ccc3c(c2)CCN3C(=O)CCC(=O)O)c1	-6	-1.4	x	-3	-1.0	100	-1	2	8	-5
COC(=O)/C=C/C(=O)Nc1cccnc1	-6	-2.2	x	0	0.2	105	19	-1	13	-7
CCN(Cc1ccccc1)C(=O)c1cc2c(OC)c(OC)c(OC)cc2[nH]1	6	0.6	-2	1	5.8	98	4	-15	-3	0
CCN(CC)S(=O)(=O)c1ccc(C)c(NC(=S)N2CCN(C/C=C/c3ccccc3)CC2)c1	-3	0.8	-2	-4	-0.4	104	11	0	-4	0
O=C(NOCc1ccccc1)c1ccc(Cl)cc1Cl	-4	-0.4	8	-3	2.0	104	40	-15	2	7
Cc1ccccc1-c1nc(S(=O)(=O)c2ccc(Br)cc2)c(NCc2cccnc2)o1	-5	2.2	-2	2	-0.8	98	13	-9	-12	-2
O=C(OCC(=O)N1CCN(c2ccccc2)CC1)c1ncc(Cl)c(Cl)c1Cl	-3	3.9	-2	-4	-1.7	104	-6	-5	-26	15
COc1ccc(CN(C)c2ccc(S(=O)(=O)N3CCN(C)CC3)cc2[N+](=O)[O-])cc1OC	5	-1.0	-5	2	-0.6	99	-4	4	4	0
Cc1ccc(N=C2S/C(=C\c3cn(CC(=O)O)c4ccccc34)C(=O)N2C)cc1	-8	-2.6	0	-8	-3.6	103	-8	1	13	3
